S1P3 antag = blocks the human S1P3 receptor | CHO S1P3 NFAT-BLA reporter, FRET fluorescence, antagonist mode | inhibition, % at 4.98 µM | 170,000 compounds, 0.27% hits | AID 485;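 active means inhibition above the plate cutoff, the mean inhibition of test wells on that plate plus 3 SD, cut at about 28% in these data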;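 further: cells challenged with S1P at its EC80 of 0.8 µM; blue over green emission ratio from cleaved BLA substrate after 4 h stimulation; 0% = S1P-stimulated wells and 100% = unstimulated DMSO-only wells; some compounds past the cut are filed as inactive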
Target sequence (Q99500 whole entry, looked up): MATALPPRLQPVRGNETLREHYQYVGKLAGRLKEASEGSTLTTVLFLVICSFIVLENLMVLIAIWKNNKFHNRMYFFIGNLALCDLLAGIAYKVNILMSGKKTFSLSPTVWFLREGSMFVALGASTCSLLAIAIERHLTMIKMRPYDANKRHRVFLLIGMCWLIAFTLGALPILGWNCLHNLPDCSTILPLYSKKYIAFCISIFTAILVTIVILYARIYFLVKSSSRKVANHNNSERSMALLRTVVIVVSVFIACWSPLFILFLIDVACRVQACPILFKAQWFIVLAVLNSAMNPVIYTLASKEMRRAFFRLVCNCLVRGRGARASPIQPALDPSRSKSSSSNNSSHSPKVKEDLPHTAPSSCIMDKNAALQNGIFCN
PPARg SRC-1 ag = promotes SRC-1 coactivator recruitment by human PPARgamma | P37231 | PPARgamma-SRC-1 coactivator recruitment biochemical assay | activation, % at 8 µM | 200,000 compounds, 0.41% hits; in the data active means activation above about 19%;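 further: 0% = DMSO and 100% = reference agonist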
Target sequence (P37231 whole entry, looked up): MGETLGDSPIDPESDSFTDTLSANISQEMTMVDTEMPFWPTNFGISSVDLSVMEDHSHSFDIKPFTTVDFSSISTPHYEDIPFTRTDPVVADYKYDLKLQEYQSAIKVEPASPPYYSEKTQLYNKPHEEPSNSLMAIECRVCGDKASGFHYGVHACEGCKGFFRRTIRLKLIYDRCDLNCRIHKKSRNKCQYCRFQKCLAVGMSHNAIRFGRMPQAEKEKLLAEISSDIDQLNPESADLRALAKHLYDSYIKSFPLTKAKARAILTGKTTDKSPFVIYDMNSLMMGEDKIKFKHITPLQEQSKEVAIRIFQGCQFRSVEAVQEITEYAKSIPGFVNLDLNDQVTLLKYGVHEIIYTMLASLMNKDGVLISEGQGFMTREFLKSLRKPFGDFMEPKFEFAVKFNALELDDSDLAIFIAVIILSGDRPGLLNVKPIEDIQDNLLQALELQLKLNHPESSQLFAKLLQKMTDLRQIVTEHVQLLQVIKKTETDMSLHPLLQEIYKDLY
PPARg SRC-3 ag = promotes SRC-3 coactivator recruitment by human PPARgamma. P37231. biochemical PPARgamma/SRC-3 coactivator recruitment assay. activation, % at 8 µM. 200,000 compounds, 0.26% hits; in the data active means activation above about 23%;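 further: 0% = DMSO and 100% = reference agonist; some compounds past the cut are filed as inactive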
ROMK mod = human ROMK K+ channel modulation, primary screen. P48048. 130,000 compounds, 2% hits. AID 1918. Tet-inducible ROMK, thallium flux fluorescence; actives lie on both sides. B-score at 10 µM;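 active means signal ratio slope over the read window, or its plate-corrected B-score, at least 3 SD from the plate mean, either direction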;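 further: B-score of the F/F0 ratio slope over 7 to 12 s after thallium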
bIAP act = increases bovine intestinal alkaline phosphatase activity | purified bovine IAP, CDP-star luminescence, 30 min; stronger effect = higher value; fold of DMSO-control signal, blank-subtracted | activation factor at 20 µM | 200,000 compounds, 0.17% hits;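 active means activation factor of 2 or more at 20 µM, a signal rise over negative controls twice the positive control's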
SRC2 TRFRET art = counter-screen for PPARgamma SRC-2 recruitment agonists: TR-FRET artefact; TR-FRET ratio at 8 µM; stronger effect = higher value; 200,000 compounds, 0.4% hits; AID 1049; in the data active means TR-FRET ratio above about 2000; further: inactives centre near 1500
DTT redox prof = compounds producing H2O2 with reducing agent – biochemical, NIH compound library profiling, artefact control for MLSCN library redox annotation, primary screen | DTT-dependent redox cycling H2O2, phenol red/HRP absorbance; 100% = 100 µM peroxide control, 0% = buffer | AID 878 | activation, % at 10 µM | 200,000 compounds, 0.03% hits;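 active means activation of at least 50% relative to the plate's high and low controls in the primary single-dose screen; inactive means activation below 50%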;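 further: compound incubated with DTT at 0.8 mM final as the reducing agent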
bIAP inhibitor = blocks bovine intestinal alkaline phosphatase activity; purified bovine IAP, CDP-star luminescence, 30 min; inhibition, % at 20 µM; 190,000 tested, under 10 active; AID 1019;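 active means over 50% inhibition of intestinal alkaline phosphatase at 20 µM in the single-dose screen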
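test system = bovine IAP enzyme | medium = DEA buffer 100 mM, pH 9.8, with MgCl2 1.0 mM, ZnCl2 0.02 mM | detection = luminescence | dosing = single compound dose of 20 µM, 2% DMSO final | incubation = 30 min reaction at room temperature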
TLR4 MyD88 comp = inhibitors of human TLR4-MyD88 binding. O00206+Q99836. HeLa CL3-4 TLR4/MyD88 BLA complementation, FRET ratio. inhibition, % at 8.4 µM. 200,000 compounds, 0.18% hits; in the data active means inhibition above about 25%;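 further: 0% = vehicle and 100% = reference inhibitor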
PPARg SRC2 recr = agonists of SRC-2 recruitment by human PPARgamma | AID 1032 | 200,000 compounds, 0.34% hits | PPARgamma LBD-SRC-2 recruitment, biochemical | activation, % at 8 µM | P37231; in the data active means activation above about 22%;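 further: 0% = vehicle and 100% = reference agonist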
L major viab = inhibitors of Leishmania major promastigote growth; inhibition, % at 10 µM; Leishmania major promastigotes, resazurin fluorescence viability; 200,000 compounds, 9% hits; in the data active means inhibition above about 50%;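 further: promastigotes grown with compound for 44 hours at 28 °C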
* hit, by the source's call; · = not tested or not shown.

#	Compound	S1P3 antag	PPARg SRC-1 ag	PPARg SRC-3 ag	ROMK mod	bIAP act	SRC2 TRFRET art	DTT redox prof	bIAP inhibitor	TLR4 MyD88 comp	PPARg SRC2 recr	L major viab
1	CCn1c(SCC(=O)OC)nnc1-c1ccccc1	-18	0	0	-0.071	1	1578	-0.3	1	-6	6	-6
2	O=C(Nc1cnn(Cc2ccc(F)cc2)c1)C(c1ccccc1)c1ccccc1	2	0	2	·	0.9	1646	-0.3	10	-10	12	51*
3	Cc1ccc(S(=O)(=O)N2CCCC2C(=O)n2nc(C)cc2C)cc1 (stereo not given)	1	-5	3	·	0.9	1382	2.4	10	1	9	-2
4	O=C(O)c1cccnc1SCc1cccc(Cl)c1	-7	7	2	0.1	1	1588	-0.3	-2	-14	-5	1
5	CN(Cc1nc(-c2ccc(C(F)(F)F)cc2)no1)C1CCOCC1	-9	8	2	0.013	1	1704	0.2	-3	-6	6	-1
6	COc1ccc(NC(=S)Nc2ccc(S(=O)(=O)N3CCOCC3)cc2)c(OC)c1	-10	8	0	·	1	1646	0.4	-2	-2	4	7
7	O=C(Cn1nc(C(=O)O)c2ccccc2c1=O)NCc1ccco1	-14	-1	-4	-0.022	1	1524	-1.9	1	-1	0	1
8	O=C(/C=C/c1ccco1)N1CCN(c2ccccc2)CC1	1	8	5	·	1	1434	-0.7	-4	7	-3	37
9	C=CCN(CC=C)Cc1c(C)[nH]c2c(C)c(C)ccc2c1=O	-12	6	8	-0.089	1	1479	0.1	-2	-11	-1	6
10	CN(C)c1ccc(C(=S)N2CCOCC2)cc1	-48	6	14	·	0.9	1591	2.2	9	-16	1	12
11	CCOc1ncccc1C(=O)OCC(=O)NCc1ccc2c(c1)OCO2	6	-6	-5	-0.92	0.9	1391	-0.1	6	4	-4	11
12	COc1ccc(-n2c(Cc3cccn3C)nnc2SCC(=O)Nc2cccc(F)c2)cc1	3	2	9	·	1.1	1584	0.0	-13	11	-4	5
13	CC(NC(=O)c1cccc(S(=O)(=O)N(C)C)c1)c1nc2ccccc2[nH]1 (stereo not given)	-3	-4	3	0.57	1	1712	-2.0	-4	6	11	2
14	CC(=O)Nc1ccc(OC(F)(F)Cl)cc1	-13	5	6	1.1	1	1721	-2.2	0	0	4	-5
15	c1ccc(CSc2ncnc3ccccc23)cc1	13	-2	0	·	0.9	1452	-0.7	9	-4	-2	11
16	CC(=O)Nc1ccc(NC(=O)Cn2c(=O)n(-c3ccc(C)cc3)c(=O)c3oc4ccccc4c32)cc1	2	-1	-4	0.87	1	1442	-2.3	1	7	-6	0
17	COC(=O)CCc1nc2c(C#N)c(-c3ccc(Cl)cc3)ccn2n1	-11	6	7	0.03	1.1	1544	-0.6	-6	8	3	-4
18	N#Cc1cccc(NC(=O)NCCc2c[nH]c3ccccc23)c1	-2	1	3	0.71	1	1631	-0.6	-3	3	1	90*
19	CCCc1ccc(OC(=O)c2ccc(O)cc2Cl)cc1	-8	11	6	0.098	1	1639	0.3	4	-12	0	5
20	Brc1ccc(-c2noc(COc3ccc4c(c3)CCC4)n2)o1	9	6	-2	·	0.3	1474	-0.3	·	14	-1	11
21	CCC(C)(C)NC(=O)C(c1ccco1)N(C(=O)c1csnn1)c1cccc(F)c1 (stereo not given)	20	-5	1	0.027	0.9	1306	-0.1	7	-1	-4	20
22	O=C(Nc1ccc2c(c1)OCO2)C1CCCN(c2nc3ccccc3s2)C1 (stereo not given)	5	10	13	-2.1	1.1	1521	-0.2	-15	-1	-3	6
23	CCn1c(-c2ccccc2)c(C(=O)CC#N)c2ccccc21	-13	2	-3	0.072	1.1	1566	-2.1	-6	-1	2	7
24	CCOC(=O)c1ccccc1-c1cn2cc(Cl)ccc2n1	-1	-5	-1	0.062	1	1288	-1.8	-1	5	4	16
25	O=C(CCN1C(=O)COc2ccccc21)NCc1ccco1	4	-9	-2	0.87	0.9	1534	0.2	10	5	-4	-2
26	COc1ccc(/C=C\C(=O)c2c(O)ccc3c(C)cc(=O)oc23)cc1OC	·	2	1	·	0.9	1341	1.3	13	9	6	100*
27	O=C(CN1CCN(Cc2ccccc2)CC1)N=Nc1c(O)[nH]c2ccccc12	-2	-5	-6	·	1	1469	0.9	1	21	-3	96*
28	O=[N+]([O-])c1ccccc1CNc1ccc(F)c(Cl)c1	-16	-4	1	-0.58	0.9	1424	-0.3	15	8	-4	-2
29	CN(C)c1ccc(/C=N/NC(=O)CNC(=O)c2ccc3c(c2)OCCO3)cc1	-2	5	7	-0.39	1.1	1647	-0.1	-12	-4	6	-6
30	COC(=O)C1=C(C)N(C)C(=O)NC1c1ccc([N+](=O)[O-])o1 (stereo not given)	-16	4	0	0.77	1.1	1334	-0.6	-8	-7	2	15

Arranged by molecular weight (low to high): some entries from above.
#	Compound	S1P3 antag	PPARg SRC-1 ag	PPARg SRC-3 ag	ROMK mod	bIAP act	SRC2 TRFRET art	DTT redox prof	bIAP inhibitor	TLR4 MyD88 comp	PPARg SRC2 recr	L major viab
24	CCOC(=O)c1ccccc1-c1cn2cc(Cl)ccc2n1	-1	-5	-1	0.062	1	1288	-1.8	-1	5	4	16
27	O=C(CN1CCN(Cc2ccccc2)CC1)N=Nc1c(O)[nH]c2ccccc12	-2	-5	-6	·	1	1469	0.9	1	21	-3	96*
16	CC(=O)Nc1ccc(NC(=O)Cn2c(=O)n(-c3ccc(C)cc3)c(=O)c3oc4ccccc4c32)cc1	2	-1	-4	0.87	1	1442	-2.3	1	7	-6	0

More entries follow.
#	Compound	S1P3 antag	PPARg SRC-1 ag	PPARg SRC-3 ag	ROMK mod	bIAP act	SRC2 TRFRET art	DTT redox prof	bIAP inhibitor	TLR4 MyD88 comp	PPARg SRC2 recr	L major viab
31	CCCC(=O)NNC(=O)Nc1ccccc1	·	2	11	-0.73	1	1478	-9.5	-3	-6	3	-3
32	Cn1ccnc1SCC(=O)Nc1cccc(S(=O)(=O)N2CCCCCC2)c1	-12	7	6	-0.86	1	1896	-1.2	-4	3	6	0
33	Cc1cc(C)n2nc(SCn3nnc4ccccc4c3=O)nc2n1	10	7	-1	·	1	1505	-0.7	-1	-7	-1	9
34	Cc1cc(C(=O)CSc2ccc(Cl)cc2)cc(C)c1OC(=S)N(C)C	·	-2	-4	0.34	0.8	1566	0.1	18	13	7	-3
35	O=S(=O)(c1ccccc1Cl)N1CCCC1c1nc(-c2ccc(Cl)cc2)no1 (stereo not given)	·	3	-4	·	0.6	1577	1.6	39	-1	6	-4
36	O=S(=O)(c1cccs1)N1CN(Cc2ccc(Cl)cc2)c2nc3ccccc3nc21	·	0	12	·	1	1499	3.5	-4	-6	-1	2
37	COc1ccc2cc(C(=O)NCC(=O)O)sc(=O)c2c1OC	·	4	1	·	1	1583	-3.5	-1	18	-5	-3
38	CN(N)c1nc(-c2ccccc2)nnc1C(F)(F)F	·	7	2	·	0.9	1551	2.2	10	-12	10	2
39	CCOC(=O)c1oc2cccc(O)c2c1CN1CCOCC1	-19	3	-13	0.22	1.1	1479	2.1	-13	-12	-10	30
40	C[C@@H](C(=O)NCc1ccccn1)[C@H]1C[C@]1(C)[C@H](NC(=O)OCc1ccccc1)c1ccccc1	1	-1	-4	-1.7	0.9	1357	0.5	10	1	-8	3
41	Cc1nnc(NC2(C(F)(F)F)C(=O)Nc3c2c(=O)n(C)c(=O)n3C)s1 (stereo not given)	8	-1	-1	·	0.9	1396	0.5	12	-5	-7	10
42	O=c1[nH]c(C(Cl)Cl)nc2sc3c(c12)CCN(Cc1ccccc1)C3	-9	-6	-2	-1.1	0.9	1532	-0.2	5	-3	4	8
43	Cn1c(=O)n(C/C=C/c2ccccc2)c(=O)c2c1nc1n2CCCN1c1ccc(F)cc1	-2	-3	-4	·	1	1355	0.3	-1	-10	0	16
44	COCCN1C=C(C(=O)OC)C(c2ccc(Cl)cc2)C(C(=O)OC)=C1	-8	-2	-3	-0.25	1.4	1534	-0.3	-36	-19	-6	35
45	CCCCN(CC)CCNC(=O)c1nn(-c2ccc(OC)cc2)c(=O)c2c1c1ccccc1n2C	4	2	-1	-1.1	1	1414	-0.4	-3	3	1	7
46	COc1ccc(C2C(C#N)=C(C)NC3=C2S(=O)(=O)c2ccccc23)cc1 (stereo not given)	·	0	0	0.28	0.9	1348	0.8	9	10	-4	7
47	COC(=O)c1cc(OC)c(OC)cc1NC(=S)Nc1cccc(C(C)=O)c1	-13	-3	2	·	0.8	1628	0.2	21	-8	1	-7
48	COC(=O)c1sc(NC(=O)COc2ccc(C)cc2)nc1C	·	-4	0	-1.3	0.9	1469	0.2	6	-1	3	6
49	COc1ccc(Oc2nc(-c3ccccn3)ncc2OC)cc1	11	7	1	-0.33	1.1	1499	8.9	-8	13	4	16
50	Cc1ccc(S(=O)(=O)N(C)c2ccc(OC(=O)c3ccc(=O)[nH]c3)cc2)cc1	-2	-4	2	0.23	1	1401	0.4	-4	-9	-6	15
51	COc1ccc(-c2ccc(S(=O)(=O)n3nc(OC(=O)c4cccs4)cc3N)cc2)cc1	-3	4	11	·	1.1	1722	0.6	-11	-5	13	0
52	Cc1ccc(-n2nc(C)c3c(C(=O)OCC(=O)N(C)C4CCS(=O)(=O)C4)cc(-c4ccccc4)nc32)cc1 (stereo not given)	4	2	-2	0.45	0.9	1490	2.0	7	6	-3	-4
53	NS(=O)(=O)c1ccc(NC(=S)NCCc2ccccc2)cc1	4	8	5	-0.24	1	1669	0.6	-3	0	4	7
54	COc1ccc(-n2cc(-c3ccc(C)cc3)[n+]3c2SCC3)cc1	-17	2	-8	-0.028	0.9	1444	-0.2	14	9	-7	100*
55	COc1ccc(OCCCC(=O)Nc2nc(-c3ccccn3)cs2)cc1	-22	6	5	0.95	1.1	1767	-1.1	-8	7	4	100*
56	Cc1c(NS(=O)(=O)c2ccc3c(c2)CCN3C(=O)C2CC2)c(=O)n(-c2ccccc2)n1C	-39	-2	-4	0.33	1.1	1514	-0.5	-8	-4	-10	-1
57	Cc1nc(-c2ccc(Cl)cc2)sc1C(=O)CBr	2	12	5	0.78	1	1839	-1.7	-1	-2	8	-12
58	COc1ccc(NC(=O)C2CCCO2)cc1 (stereo not given)	·	2	6	0.29	0.9	1679	1.6	10	-8	10	-3
59	O=S(=O)(NCCOCC(F)(F)C(F)F)c1ccc2oc3ccccc3c2c1	-55	14	1	-0.19	0.7	1739	0.5	28	4	-4	-4
60	COc1ccc(/C(=N\O)c2nccc3cc(OC)c(OC)cc23)cc1OC	-10	-7	-5	·	1	1601	0.0	0	8	-2	3
61	COc1cc2[nH]c(=S)n(C3CCN(Cc4ccccc4)CC3)c(=O)c2cc1OC	6	-6	-2	-0.24	0.9	1553	-0.3	5	2	3	10
62	Cn1c(CN2CCCC2)nc2cc(NC(=O)c3ccco3)ccc21	-73	4	7	0.26	0.9	1641	0.4	8	-3	2	-1
63	CC1CC(C)CN(S(=O)(=O)N2CCC(C(=O)NCc3ccco3)CC2)C1 (stereo not given)	-12	-1	-4	0.051	1.1	1576	0.0	-14	-15	-3	0
64	O=C(Nc1cc(C(F)(F)F)ccc1N1CCOCC1)c1ccc(Br)o1	2	0	-3	·	1	1531	-3.6	4	5	0	-4
65	COc1cccc(C2OC(=O)c3ccccc3N2C(C)=O)c1OC(C)=O (stereo not given)	·	-5	-1	1.1	1	1497	0.2	4	-13	-10	-3

Outcome played no part in choosing rows; any-hit rate near 11%.
